XiGFP reactiv: X-chromosome reactivation activator. activation, % at 7.58 µM. XiGFP mouse fibroblasts, % GFP-positive cells imaging, 3 d; cells co-treated with 5-aza-dC sensitizer; scaled so ellipticine positive control = 100%. actives 0.055% (n = 360,000). AID 743238;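 active = mean normalized replicate activation at least 10% and every replicate at or above 10%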;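 also: 0% = median of on-plate neutral control wells and 100% = ellipticine 6 µM median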
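Material: XiGFP fibroblasts, SV40-immortalized. Buffer or medium: DMEM plus 5-aza-dC sensitizer. Compound: single concentration per compound, delivered by pin transfer. Times: 3 days compound exposure. Controls: ellipticine 6 µM.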
RAD54 branch: blocks human RAD54 Holliday junction branch migration | Q92698 | FAM/BHQ fluorescence | inhibition, % at 10.4 µM | actives 0.14% (n = 360,000) | AID 602329;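 active = mean normalized replicate activity at least 40 and at least half of replicates scoring 40 or more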;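 also: 0% = median of neutral control wells and 100% = median of positive control wells; inhibitors cause a drop in the FAM fluorescence signal; in these data hits start at about 50%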
ERp5 block: blocks human ERp5 reductase activity on insulin. inhibition, % at 9.99 µM. Q15084. ERp5 insulin aggregation, absorbance 650 nm, 90 min. actives 0.05% (n = 350,000);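 active = mean replicate inhibition above about 25%, with every replicate also reaching it, limit read from the data, passing the limit was not always enough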
esBAF inh: blocks esBAF chromatin remodeling in mouse ES cells; actives 2% (n = 350,000); Bmi1-luciferase knock-in reporter, 24 h; 100% = twice the neutral-well signal; reporter increase, % at 12.5 µM; AID 602393; in the data active = activation above about 40%;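 also: 0% = median of the plate's neutral control wells and 100% = double that signal; a rise in the Bmi1 reporter signal indicates esBAF inhibition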
ERAP1 inh: inhibitors of human ERAP1 aminopeptidase; Q9NZ08; recombinant ERAP1, Leu-AMC fluorescence, 60 min; inhibition, % at 10.7 µM; actives 0.15% (n = 340,000);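 active = mean replicate inhibition of at least 30%, or all replicates individually reaching that 30% level; inactive = mean below 30% and not every replicate reaching it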;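 also: 0% = neutral control wells and 100% = L-leucinethiol positive control wells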
S100A4 MyoIIA: S100A4-myosin IIA interaction inhibition; P26447; S100A4/TAMRA-MyoIIA peptide fluorescence polarization; inhibition, % at 10.7 µM; actives 0.14% (n = 360,000); AID 652163;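 active = mean inhibition of at least 70% across replicates, with every replicate also reaching that level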
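Compound dosing: one dose per compound; test system: human S100A4 monomer with TAMRA-labelled myosin IIA peptide; probe or stimulus: TAMRA-labelled myosin IIA heavy-chain peptide probe, 5 nM; medium: HEPES buffer with Ca2+, pH 7.2; schedule: 5 min incubation before reading; benchmarks: neutral control DMSO, positive control TFP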
E-sel inducer: E-selectin induction on HUVECs. activation, % at 7.58 µM. P16581. AID 686992. HUVEC E-selectin immunofluorescence imaging; normalized: neutral wells 0, TNF-alpha wells 100. actives 0.37% (n = 260,000);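 active = mean E-selectin-positive cell signal at least 10% of the positive control, reached in at least 60% of replicates, without over 20% cell loss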;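 also: in these data hits start at about 27%; measured in HUVEC primary endothelial cells; signal is the percent of cells scored E-selectin positive by PE staining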
Target sequence (P16581 whole entry, looked up): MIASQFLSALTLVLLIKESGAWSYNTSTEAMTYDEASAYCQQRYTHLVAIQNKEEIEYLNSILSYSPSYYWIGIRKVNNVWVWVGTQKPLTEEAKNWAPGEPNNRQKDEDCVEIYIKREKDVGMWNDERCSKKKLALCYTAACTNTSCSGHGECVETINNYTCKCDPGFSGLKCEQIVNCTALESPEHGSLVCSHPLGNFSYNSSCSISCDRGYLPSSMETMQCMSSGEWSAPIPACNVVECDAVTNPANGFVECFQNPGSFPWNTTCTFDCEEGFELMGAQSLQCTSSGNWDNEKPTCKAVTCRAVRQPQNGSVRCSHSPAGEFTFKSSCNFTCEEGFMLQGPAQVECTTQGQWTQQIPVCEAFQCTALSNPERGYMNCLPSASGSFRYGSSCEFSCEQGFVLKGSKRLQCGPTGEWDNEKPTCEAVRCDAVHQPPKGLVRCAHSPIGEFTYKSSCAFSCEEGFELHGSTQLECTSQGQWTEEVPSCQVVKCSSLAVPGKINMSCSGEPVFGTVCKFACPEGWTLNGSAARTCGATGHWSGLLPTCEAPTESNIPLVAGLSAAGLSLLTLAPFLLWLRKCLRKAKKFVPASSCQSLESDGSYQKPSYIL
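material = human umbilical vein endothelial cells (HUVEC), E-selectin induction | quantity = 3,000 cells/well | medium = EGM-2 growth medium on 0.1% gelatin-coated wells | technique = immunofluorescence imaging | read-out basis = % PE-positive cells | control set = TNF-alpha positive control, DMSO neutral control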
RAD52 inh: blocks human RAD52 DNA annealing; P43351; recombinant RAD52 DNA annealing, FRET fluorescence; inhibition, % at 18.7 µM; actives 0.46% (n = 360,000);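 active = every replicate showing at least 50% inhibition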
Target sequence (P43351 whole entry, looked up): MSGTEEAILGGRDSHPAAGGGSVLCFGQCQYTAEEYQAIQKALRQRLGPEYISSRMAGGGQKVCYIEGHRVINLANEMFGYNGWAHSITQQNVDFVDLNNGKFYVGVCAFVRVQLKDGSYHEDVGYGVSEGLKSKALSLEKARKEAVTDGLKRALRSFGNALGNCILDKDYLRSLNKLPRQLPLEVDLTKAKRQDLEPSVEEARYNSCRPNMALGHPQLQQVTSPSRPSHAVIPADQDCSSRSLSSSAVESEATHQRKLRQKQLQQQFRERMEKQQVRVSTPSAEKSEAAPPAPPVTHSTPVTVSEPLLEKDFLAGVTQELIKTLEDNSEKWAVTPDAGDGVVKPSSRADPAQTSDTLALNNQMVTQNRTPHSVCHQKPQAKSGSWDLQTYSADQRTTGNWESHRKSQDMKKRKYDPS
* marks the source's active call; other numbers are inactive results; nt = no result given. No enrichment for hits; any-hit rate near 2.5%.

SMILES	XiGFP reactiv	RAD54 branch	ERp5 block	esBAF inh	ERAP1 inh	S100A4 MyoIIA	E-sel inducer	RAD52 inh
CN(C)c1cccc(CNC(=O)c2ccc3sc([C@H]4C[C@H](O)[C@@H](CO)O4)nc3c2)c1	0.0	4	0	-9	-14	-5	-0.3	-1
O=C(NN1C(=O)c2ccccc2NC1c1ccccn1)c1ccc([N+](=O)[O-])cc1 (configuration not stated)	0.1	6	2	nt	0	31	1.0	7
O=S(=O)(Cc1ccc(Cl)cc1)c1ncc(CO)n1Cc1ccccc1	0.2	-1	-2	-1	0	-2	-0.8	-6
CC(=O)c1cccc(N(CC(=O)Nc2ccc(S(=O)(=O)N3CCOCC3)cc2)S(C)(=O)=O)c1	-0.1	-12	-2	5	-7	6	-0.2	-5
CCCCN1CCCCC1(C)C(=O)NCc1cccs1 (configuration not stated)	-0.1	-8	-2	-6	1	5	-0.4	-15
CCn1c(=O)c2c(nc3n2CCCN3c2cccc(C)c2)n(C)c1=O	-0.1	nt	-3	-7	3	0	3.7	-12
Cc1nn(-c2ccccc2)c(Cl)c1CN(C(=O)CCl)c1ccc(Cl)cc1	1.9	13	-1	nt	-1	0	0.0	-12
Cc1noc(C)c1NC(=O)Nc1ccc2c(c1)CC(=O)N([C@H](C)CO)C[C@H](C)[C@H](CN(C)Cc1ccc(Cl)c(Cl)c1)O2	0.1	8	0	-1	-4	42	4.2	14
O=S(=O)(c1cccc(C(F)(F)F)c1)N1c2ccccc2-n2cccc2C1c1cccnc1 (configuration not stated)	1.7	-1	-1	2	-10	3	nt	5
Cc1cccc(CS(=O)(=O)Cc2ccc(C(=O)NCCCN3CCOCC3)o2)c1	0.0	nt	6	nt	0	-1	nt	-16
Cc1cccc(-n2ncc3c2CCCC3NC(=O)c2cccs2)c1C (configuration not stated)	0.0	nt	-3	nt	-5	-1	-0.5	-4
C/C=C/c1ccc([C@@H]2[C@@H](CN(C)C(=O)C3CC3)N(C(=O)CC)[C@H]2CO)cc1	-0.1	-10	nt	0	nt	nt	-0.1	nt
CN1C(=O)C(CC(=O)Nc2ccc(Cl)cc2)N(Cc2ccco2)C1=S (configuration not stated)	-0.2	nt	3	nt	17	1	nt	-21
CCCCc1cc(=O)oc2c(C)c(OCC(=O)N3CCCC3)ccc12	-0.1	-3	1	-9	-8	-1	0.1	-26
NNC(=O)CC1NCCN(Cc2ccccc2)C1=O (configuration not stated)	0.0	-8	0	-8	1	-2	0.0	-14
C[C@@H](NC(=O)C[C@@H]1CC[C@@H](NC(=O)C2CC2)[C@@H](CO)O1)c1ccccc1	0.2	-1	-4	-5	0	-8	0.2	4
Cc1ccc(NC(=O)C2=C(C(=O)O)CCCC2)cc1F	-0.1	10	2	36	0	-2	-0.1	-14
CC(=O)c1c(C)[nH]c(C(=O)OCC(=O)NNC(=O)c2ccc([N+](=O)[O-])cc2)c1C	0.2	7	-4	nt	2	-1	0.4	-8
COc1cc(OC)c(OC)cc1/C=N/NC(=O)c1ccc2nc[nH]c2c1	-0.1	nt	-6	-8	nt	5	4.9	3
c1ccc(Nc2nc(NCc3ccco3)c3ccccc3n2)cc1	0.0	-12	3	nt	-1	1	0.4	-37
C[C@@H]1CN([C@@H](C)CO)C(=O)c2cc(NC(=O)NC3CCCCC3)ccc2O[C@H]1CN(C)Cc1ccc2c(c1)OCO2	0.3	29	-1	2	3	-4	1.5	-4
COc1ccc(N2CC(C(=O)Nc3nnc(SCc4cccnc4)s3)CC2=O)cc1 (configuration not stated)	0.5	2	-1	1	1	5	-1.3	-34
CCOc1ccc(C2CC(c3cccc(OC)c3)Nc3ncnn32)cc1 (configuration not stated)	0.0	1	1	-5	0	-5	0.2	-2
COc1ccc(NC(=S)NCC(c2cccnc2)N2CCOCC2)cc1 (configuration not stated)	0.1	nt	-2	-6	1	-8	nt	-4
COc1cc([N+](=O)[O-])c2nccnc2c1	0.0	nt	4	nt	-1	4	nt	-13
O=C(CC(=O)N1CCN(c2ccccn2)CC1)Nc1ccc2nc3n(c(=O)c2c1)CCCCC3	0.0	-3	2	-4	2	-9	0.0	-18
Cn1c(Cc2ccc3c(c2)OCO3)nnc1SCC(=O)NC(C)(C)C	-0.5	nt	-3	nt	0	-1	nt	-8
CCC(=O)N[C@@H]1C=C[C@H](CC(=O)NCCN2CCCCC2)O[C@@H]1CO	0.2	5	1	-4	3	-1	0.3	-4
C#CCN1C(=O)C(O)(CC(=O)/C=C/c2ccco2)c2ccccc21 (configuration not stated)	0.3	nt	-3	nt	1	-3	0.2	-19
COc1cc(C(=S)N2CCCC2)cc(OC)c1OS(=O)(=O)c1ccc(NC(C)=O)cc1	0.0	-4	4	nt	2	12	nt	-25

Ordered by formula weight (high to low): five of the compounds above
SMILES	XiGFP reactiv	RAD54 branch	ERp5 block	esBAF inh	ERAP1 inh	S100A4 MyoIIA	E-sel inducer	RAD52 inh
C[C@@H]1CN([C@@H](C)CO)C(=O)c2cc(NC(=O)NC3CCCCC3)ccc2O[C@H]1CN(C)Cc1ccc2c(c1)OCO2	0.3	29	-1	2	3	-4	1.5	-4
O=C(CC(=O)N1CCN(c2ccccn2)CC1)Nc1ccc2nc3n(c(=O)c2c1)CCCCC3	0.0	-3	2	-4	2	-9	0.0	-18
CC(=O)c1c(C)[nH]c(C(=O)OCC(=O)NNC(=O)c2ccc([N+](=O)[O-])cc2)c1C	0.2	7	-4	nt	2	-1	0.4	-8
C[C@@H](NC(=O)C[C@@H]1CC[C@@H](NC(=O)C2CC2)[C@@H](CO)O1)c1ccccc1	0.2	-1	-4	-5	0	-8	0.2	4
CCOc1ccc(C2CC(c3cccc(OC)c3)Nc3ncnn32)cc1 (configuration not stated)	0.0	1	1	-5	0	-5	0.2	-2

Carrying on.
SMILES	XiGFP reactiv	RAD54 branch	ERp5 block	esBAF inh	ERAP1 inh	S100A4 MyoIIA	E-sel inducer	RAD52 inh
OC1CCN(CC(O)C(F)(F)F)CC1 (configuration not stated)	-1.1	nt	7	nt	2	-3	nt	-25
Cc1ccc(C(=O)Nc2ccccc2C(=O)NC(Cc2c[nH]c3ccccc23)C(=O)O)cc1 (configuration not stated)	0.0	nt	2	nt	3	-2	1.8	-13
CCOC(=O)N/N=C\c1sccc1C	0.1	2	4	nt	-6	-3	nt	-12
CCn1c(CC(=O)Nc2ccc(C)cc2)n[nH]c1=S	0.0	nt	3	nt	5	1	0.0	-16
N#Cc1cc2c(cc1NC(=O)CCn1cnnn1)OCO2	0.1	-10	-7	0	4	2	nt	-3
O=C(c1cc([N+](=O)[O-])cc([N+](=O)[O-])c1)N1CCOCC1	0.0	nt	-3	nt	0	6	-1.6	1
COc1ccc(C(=O)ON=C2c3ccccc3-c3ccccc32)cc1OC	-0.1	nt	1	nt	-2	3	0.0	-13
COC(=O)C1N[C@@H]([C@@H](NC(=O)COc2ccccc2)C(=O)Nc2ccc(OC)cc2)SC1(C)C (some centres not stated)	-0.3	3	11	2	nt	5	-0.1	-5
Cc1ccc(/C=C/C(=O)N2CCCC(C(N)=O)C2)o1 (configuration not stated)	-0.2	nt	2	2	6	-3	0.3	-14
NC(=O)c1ccc(NC(=O)COC(=O)c2c3c(nc4ccccc24)/C(=C\c2cccs2)CCC3)cc1	0.0	nt	4	-1	-3	-1	nt	-21
COc1cccc(OC)c1C(=O)OCC(=O)Nc1cccnc1Cl	0.0	nt	0	nt	2	1	nt	6
COc1ccc(Cl)cc1C(=O)OCC(=O)NCCNC(=O)COC(=O)c1cc(Cl)ccc1OC	0.3	-1	10	-12	2	-1	0.0	-22
CC(C)CC#Cc1ccc2c(c1)O[C@@H](CN(C)C(=O)c1ccccc1)[C@H](C)CN([C@@H](C)CO)S2(=O)=O	-0.6	-7	7	4	0	6	0.0	-7
Oc1ccc(C[C@H]2CNC(=S)N2CC2CCCN2C[C@H](Cc2ccc(O)cc2)N2C[C@H](Cc3ccc(O)cc3)N(CC3CCCCCC3)C2=S)cc1 (some centres not stated)	0.0	-1	12	2	nt	-1	0.4	41
O=C(CN(C(=O)C1CSC(=O)C1)c1cccc(F)c1)NCc1ccc2c(c1)OCO2 (configuration not stated)	0.0	-4	3	-2	-3	-6	nt	-9
CSCCC(NC(=O)c1ccco1)C(=O)N(C)CC(=O)Nc1ccccc1Br (configuration not stated)	0.4	-2	-2	0	3	-4	-0.6	-12
C[C@@H]1CCCCO[C@H](CN(C)C(=O)Nc2ccccc2)[C@H](C)CN([C@@H](C)CO)C(=O)c2cc(NC(=O)Cc3ccccc3)ccc2O1	0.0	5	2	1	-1	-7	nt	-63
CCN1[C@@H]2c3ccc(-c4cccc(F)c4)c(=O)n3C[C@@H]2[C@@H](CO)[C@@H]1C(=O)N1CCCCC1	0.1	-9	1	0	2	5	-0.2	-5
COC(=O)C[C@@H]1C[C@H]2c3cc(NC(=O)Nc4ccc(OC)cc4)ccc3O[C@H]2[C@H](CO)O1	-0.1	0	nt	10	nt	nt	0.6	nt
O=C(COc1ccc2c(c1)OCO2)Nc1nnc(Cc2ccccc2)s1	0.0	nt	-5	-4	-5	0	0.5	-19
COc1ccccc1Cn1c(=S)[nH]c2cc(C(=O)N3CCCC(C)C3)ccc2c1=O (configuration not stated)	0.0	-2	0	5	2	-2	-0.1	-5
Oc1ccc(Cl)cc1C=NCCc1ccccc1	0.0	-4	5	16	-6	-2	0.4	-13
COc1ccc(CN2CC3(CN(C(C)=O)C3)c3c([nH]c4cc(OC)ccc34)[C@H]2CO)cc1	0.0	nt	-4	nt	-5	2	-0.7	-30
COc1ccc(NC(=O)C2(C)CCCN(C(C)C)C2)cc1F (configuration not stated)	0.2	0	1	-2	2	-6	1.4	-19
NC(=O)C1CCN(c2nc3ccccc3nc2NS(=O)(=O)c2ccc(Br)cc2)CC1	0.0	3	-7	-5	8	-2	2.1	-16
O=C(C[C@H]1CC[C@H]2[C@@H](COC[C@H](O)CN2C(=O)c2ccccc2F)O1)NCc1ccc(Cl)c(Cl)c1	0.1	-31	nt	6	nt	nt	3.2	nt
CN1C(=O)c2cc(NC(=O)c3cnccn3)ccc2OC[C@H]2O[C@@H](CC(=O)N[C@@H]3CCN(Cc4ccccc4)C3)CC[C@H]21	0.1	1	2	-6	-5	7	0.1	12
CSc1cccc(NC(=S)N2CCCN(Cc3cccc(Cl)c3)C2)c1	2.1	7	-1	nt	-5	-5	-0.3	-42
Cc1noc(C)c1S(=O)(=O)N(C)C[C@H]1Oc2c(NC(=O)Nc3ccc(C(F)(F)F)cc3)cccc2C(=O)N([C@H](C)CO)C[C@@H]1C	0.1	-1	-3	17	13	-8	-0.2	1
CO[C@H]1CN(C)C(=O)c2ccc(NC(=O)Cc3ccccc3)cc2OC[C@@H](C)NC[C@H]1C	0.1	9	5	3	-1	-1	0.1	-12
c1ccc2oc(-c3ccn[nH]3)cc2c1	0.0	4	6	nt	-3	-3	23	-3
COc1cccc(CN2CCC(Oc3ccc(C(=O)NCc4ccccn4)cc3)CC2)c1O	0.1	-10	3	1	3	-3	nt	-7
CC(C)c1ccc(OCC(=O)Nc2ccncc2)cc1	0.0	-7	2	-9	0	26	nt	-3
CC[C@H](C)C(C(=O)N1CCN(C(=O)OC(C)(C)C)CC1)n1cc(C(Cc2ccc(O)cc2)NC(=O)OC(C)(C)C)nn1 (some centres not stated)	0.3	4	3	20	1	-4	0.4	-11

From PubChem
